# PfG6PD inh = PfG6PD (Plasmodium falciparum) enzyme inhibition | 350,000 tested, 0.78% active | PfGluPho enzyme, NADPH resazurin-diaphorase fluorescence | inhibition, % at 20 µM;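 active = inhibition reaching at least a set limit at 20 µM in the primary screen, cut at about 59% in these data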;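 note: 0% = DMSO wells with substrate and 100% = DMSO wells lacking glucose-6-phosphate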
# Apaf1 inhib = human Apaf-1 inhibition | 330,000 tested, 0.71% active | AID 489030 | reconstituted apoptosome caspase-3 activity, DEVD-Rh110 fluorescence | O14727 | inhibition, % at 20 µM; active = inhibition of at least 40% at 20 µM;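 note: plate controls were DMSO wells for no effect and DEVD-CHO caspase inhibitor wells for full effect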
# Target sequence (O14727 whole entry, looked up): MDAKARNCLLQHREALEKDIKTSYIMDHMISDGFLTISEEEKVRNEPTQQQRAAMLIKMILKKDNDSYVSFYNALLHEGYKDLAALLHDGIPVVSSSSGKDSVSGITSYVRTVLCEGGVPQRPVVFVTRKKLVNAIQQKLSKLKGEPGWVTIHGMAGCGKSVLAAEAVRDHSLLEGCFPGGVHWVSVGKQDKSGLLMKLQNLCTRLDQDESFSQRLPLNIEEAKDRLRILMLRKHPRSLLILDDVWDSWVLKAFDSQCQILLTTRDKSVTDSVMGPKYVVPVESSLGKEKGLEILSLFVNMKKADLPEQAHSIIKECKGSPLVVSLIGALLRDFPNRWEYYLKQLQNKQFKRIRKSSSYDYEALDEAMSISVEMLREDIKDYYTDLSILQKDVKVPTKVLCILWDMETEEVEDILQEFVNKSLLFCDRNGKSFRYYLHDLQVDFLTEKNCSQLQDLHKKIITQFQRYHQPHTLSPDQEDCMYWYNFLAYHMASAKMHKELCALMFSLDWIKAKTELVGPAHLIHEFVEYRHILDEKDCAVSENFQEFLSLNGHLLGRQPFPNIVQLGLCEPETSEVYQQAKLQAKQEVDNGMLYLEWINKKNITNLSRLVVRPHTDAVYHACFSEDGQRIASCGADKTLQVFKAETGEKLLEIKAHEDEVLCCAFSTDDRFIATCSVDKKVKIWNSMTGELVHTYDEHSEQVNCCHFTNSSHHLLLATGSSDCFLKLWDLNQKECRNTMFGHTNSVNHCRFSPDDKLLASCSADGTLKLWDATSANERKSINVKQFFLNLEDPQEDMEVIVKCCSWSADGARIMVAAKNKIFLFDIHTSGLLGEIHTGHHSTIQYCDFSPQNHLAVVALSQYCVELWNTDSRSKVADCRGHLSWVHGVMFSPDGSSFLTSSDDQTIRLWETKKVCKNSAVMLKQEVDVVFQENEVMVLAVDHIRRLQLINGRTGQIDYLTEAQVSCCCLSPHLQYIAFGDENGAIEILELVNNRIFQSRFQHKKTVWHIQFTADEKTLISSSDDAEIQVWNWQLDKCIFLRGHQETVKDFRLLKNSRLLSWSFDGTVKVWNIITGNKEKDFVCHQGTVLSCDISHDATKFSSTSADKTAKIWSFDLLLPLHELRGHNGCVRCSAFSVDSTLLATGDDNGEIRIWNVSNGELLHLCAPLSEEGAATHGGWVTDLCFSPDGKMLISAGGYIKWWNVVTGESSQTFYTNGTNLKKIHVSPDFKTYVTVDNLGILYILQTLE
#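 System: Apoptosome proteins | Medium: Hepes pH 7.5 with detergent and BSA | Also added: Cytochrome c trigger plus (Z-DEVD)2-Rh110 caspase-3 substrate | Incubation: 30 min compound preincubation, 50 min activation, room temperature | Detection: Rhodamine 110 fluorescence at Ex 480/Em 540 nm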
# SENP8 block-1 = SENP8 protease inhibition | 330,000 tested, 1.2% active | Q96LD8 | inhibition, % at 10 µM | purified SENP8, Z-RLRGG-aminoluciferin cleavage, luminescence | AID 2540; in the data active = inhibition above about 50%
# SENP1 inh = inhibitors of human SENP1 SUMO protease catalytic domain. AID 624204. inhibition, % at 10 µM. Q9P0U3. recombinant SENP1 catalytic domain, CyPet-SUMO1-YPet FRET cleavage. 360,000 tested, 0.21% active;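 active = inhibition at least 30% at 10 µM, raw YFP signal under a set limit, fluorescence ratio 0.5 to 1.5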;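 note: 0% = enzyme with DMSO and 100% = no enzyme wells; some results filed as inactive read as strong as hits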
#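 Compound: 10 µM single point, 0.5% DMSO; Test system: hSENP1 catalytic domain, recombinant; Timing: 50 min reaction at room temperature; Technique: FRET, CFP and YFP emission; Control set: no-enzyme wells low, DMSO-plus-enzyme wells high control.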
# SENP7 block = inhibitors of human SENP7 protease; recombinant SENP7, Z-RLRGG-aminoluciferin luminescence, 40 min; inhibition, % at 5 µM; 330,000 tested, 1.5% active; AID 434973;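 active = inhibition above about 50% at the single test dose, limit read from the data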;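 note: plate controls were DMSO with enzyme for no effect and no enzyme buffer wells for full effect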
# HKDC1 inh = HKDC1 (human) hexokinase inhibition | Q2TB90 | recombinant HKDC1, G6PDH/diaphorase resazurin coupled fluorescence | inhibition, % at 20 µM | 340,000 tested, 0.16% active;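 active = inhibition above about 35% when tested at 20 µM, limit read from the data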;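 note: plate controls were DMSO wells with enzyme for no effect and DMSO wells lacking enzyme for full effect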
#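 Assay system: recombinant HKDC1 hexokinase; detection: coupled resazurin fluorescence, excitation 525 nm, emission 613 nm; benchmarks: DMSO-plus-enzyme-mix negative control, buffer-substituted positive control; compound dosing: single 20 µM dose; schedule: 90 min at room temperature in dark; also added: glucose plus 1 mM ATP as hexokinase substrates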
# SENP8 block-2 = blocks human SENP8 cleavage of Nedd8 substrate. inhibition, % at 20 µM. recombinant SENP8, Nedd8 substrate fluorescence. AID 602440. 360,000 tested, 0.64% active; in the data active = inhibition mostly above about 40%, no sharp cut-off; inactive = mostly below about 27%
# NALP3 yeast inh = blocks the NALP3 inflammasome reconstituted in yeast | 330,000 tested, 0.39% active | Yeast reconstituted NLRP3/ASC/caspase-1, beta-gal luminescence, 24 h | inhibition, % at 10 µM;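 active = inhibition of 50% or more; inactive = inhibition below 50%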;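 note: plate controls were induced DMSO wells for no effect and uninduced yeast grown without galactose for full effect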
# SENP6 block = inhibitors of human SENP6 protease. Q9GZR1. Recombinant SENP6 catalytic domain, aminoluciferin luminescence. inhibition, % at 10 µM. 330,000 tested, 1.8% active. AID 2599;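 active = inhibition above about 50% at the single tested dose, limit read from the data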;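 note: plate controls were DMSO wells with enzyme for no effect and DMSO wells lacking enzyme for full effect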
# The depositor's hits bear a star; / = no result given.
SMILES,PfG6PD inh,Apaf1 inhib,SENP8 block-1,SENP1 inh,SENP7 block,HKDC1 inh,SENP8 block-2,NALP3 yeast inh,SENP6 block
CCOc1ccc(Cc2onc3c2C(=O)CC(C)(C)C3)cc1OCC,-6,-4,-3,2,4,-4,26,3,-19
CC(=O)Nc1cc(NC(C)=O)cc(C(=O)OCC(=O)N2CC(C)OC(C)C2)c1 (stereo not drawn),-11,1,-4,-2,11,0,11,22,-7
Cc1cc(C)cc(NC(=O)C2CCCN2S(=O)(=O)c2ccc3c(c2)C(C)(C)C(=O)N3C)c1 (stereo not drawn),-8,-1,-1,-1,-4,6,13,15,2
COc1ccc(Cl)cc1NC(=O)Nc1ccc(Br)cn1,2,-13,-5,1,4,-11,2,13,-4
COn1c(-c2ccccc2)c(C=O)c2ccccc21,-8,15,-15,2,10,-5,-8,29,2
CC(=O)C1=C(O)C(=O)N(c2ccc(C)cc2)C1c1ccc([N+](=O)[O-])cc1 (stereo not drawn),-4,-3,4,1,-2,-4,18,11,8
C=CCn1c(C)cc(C(=O)CSc2nc3ccccc3o2)c1C,19,19,-1,0,2,2,3,19,-20
Cc1ccc(F)c(C2=CC(=O)C[C@H](c3ccc(F)cc3)C2)c1,3,7,-1,4,4,-4,15,5,31
Cc1cc(C)nc(Nc2n[nH]c(COc3ccc(Cl)cc3)n2)n1,-3,7,7,3,9,4,1,12,22
COc1ccccc1N1CCN(CC(O)COc2ccc3c(c2)CCC3)CC1 (stereo not drawn),6,13,-7,2,-4,3,16,29,0
Cc1ccc(C)c(C(=O)COC(=O)CNS(=O)(=O)c2ccccc2)c1,8,2,-1,-1,-6,-4,-1,13,-12
COc1ccc(NC(=O)CN2CCc3ccccc3C2)cc1S(=O)(=O)N1CCOCC1,-11,-2,-10,-6,-6,2,47*,2,5
COc1ccc2c(CC(=O)Nc3nc(C)cs3)coc2c1,7,-9,5,-3,0,-2,15,18,10
CSc1ccc(/C=N/NC(=O)c2cc(O)cc(O)c2)cc1,4,-9,22,3,43,3,-169,9,58*
CSc1nsc(SC)c1NC(=O)N1CCCCC1,3,-1,-5,0,-8,-4,23,14,-8

# Just SENP8 block-1, for 3 of the compounds above:
molecule	SENP8 block-1
COc1ccc(Cl)cc1NC(=O)Nc1ccc(Br)cn1	-5
CSc1nsc(SC)c1NC(=O)N1CCCCC1	-5
COc1ccc(NC(=O)CN2CCc3ccccc3C2)cc1S(=O)(=O)N1CCOCC1	-10

# Going on with the list:
SMILES,PfG6PD inh,Apaf1 inhib,SENP8 block-1,SENP1 inh,SENP7 block,HKDC1 inh,SENP8 block-2,NALP3 yeast inh,SENP6 block
COc1ccc(-c2c(C)nn3c(N4CCCCCC4)cc(C)nc23)cc1OC,-9,21,-5,1,-5,-2,-27,12,-23
CC(C)(C)c1ccc(C(=O)NNc2cc(Cl)cc(Cl)c2)cc1,-14,4,6,0,9,2,22,0,8
O=C1CNC(=O)/C(=C\c2ccccc2)N1,-7,-2,8,3,0,-3,10,-1,-10
Cc1ccsc1C(=O)Nc1ccc(S(=O)(=O)N2CCOCC2)cc1,-4,-7,13,0,5,-3,2,3,22
CN(CCC#N)C(=O)COC(=O)c1cc(Cl)cc(Cl)c1N,-8,-63,-7,-1,-2,-6,-377,27,6
COc1ccc(-c2cn3cc(Br)cnc3n2)cc1,14,-9,-6,-3,4,-10,-246,13,18
COc1cccc(NC(=O)C2COc3ccccc3O2)c1 (stereo not drawn),8,8,1,0,-7,-8,11,8,2
O=P(c1ccccc1)(c1ccccc1)c1ccc(O)cc1,2,-12,-8,5,0,-4,7,15,4
C=CCNCc1cc(=O)n2c(-c3ccccc3)csc2n1,16,10,0,-7,4,1,-46,26,12
CC1(C)Cc2c(c(=S)nc(-c3ccccc3)n2CCN2CCOCC2)CO1,0,-13,-5,-2,3,-1,12,9,1
COc1cc(Cc2nccc3cc(OC)c(OC)cc23)c(NC(C)=O)cc1OC,5,11,-15,0,-15,-1,9,16,-19
O=C1c2ccccc2C(Nc2ccc(S(=O)(=O)N3CCCCCC3)cc2)N1Cc1ccco1 (stereo not drawn),-13,7,2,2,3,1,10,11,2
C=C(C)COc1ccc(-c2nc(N)ncc2Oc2ccccc2OCC)c(O)c1,36,28,-13,1,-5,-1,18,3,-19
O=C(CNc1cccc(S(=O)(=O)N2CCCC2)c1)Nc1ccc(F)c(F)c1,-11,14,-8,2,-16,-2,-11,-4,-10
CCc1nnc(NC(=O)C2CCCCC2)s1,2,-7,2,1,12,-7,6,28,6
Cc1ccc(N(CC(=O)NCc2ccccc2)C(=O)c2csnn2)c(C)c1,-8,3,-1,6,1,-2,8,11,-21
COc1ccccc1C(=O)N1CCN(CCc2ccccc2)CC1,-12,-4,0,-8,7,-10,11,6,-1
Cn1cc(CNCCCn2ncc3ccccc32)c(-c2ccccc2F)n1,4,5,-6,1,-8,-8,-63,-7,-10
Cc1ccc(C)c(NC(=O)CCc2nnc3ccc(NCc4ccco4)nn23)c1,10,-4,5,-20,-3,-2,4,5,-6
CCN(C(=O)CN1CCN(S(=O)(=O)c2ccccc2C(F)(F)F)CC1)c1c(N)n(Cc2ccccc2)c(=O)[nH]c1=O,-5,8,1,-4,10,-8,4,9,12
ONC(=Nc1ccc(Cl)cc1)c1ccccc1Cl,-9,3,-4,-1,6,-6,13,1,2
COc1ccc(NC(=O)CCCn2c(=O)c3sccc3n(Cc3ccccc3)c2=O)cc1,-7,4,0,-1,-3,-4,10,0,-4
COc1cc(-c2noc(C)c2/C=C/c2ccc(C(=O)O)cc2)cc(OC)c1OC,-7,9,-13,0,-14,-2,-47,16,-20
COc1ccc(C2Nc3ccccc3NC3=C2C(=O)CC(C)(C)C3)cc1 (stereo not drawn),-6,-3,-1,-24,9,3,-6,11,-4
CN(C)c1cccc(C(=O)OCC(=O)N(C)c2ccccc2)c1,9,18,-3,1,-2,-4,-278,13,-15
NS(=O)(=O)c1ccc(NC(=O)COC(=O)/C(=C/c2cccs2)c2cccs2)cc1,8,-6,6,-3,-5,1,14,0,12
CCCS(=O)(=O)c1c(S(=O)(=O)CCC)c2c3ccccc3ccn2c1C(=O)OC,4,13,1,-1,0,-14,-151,6,-8
CCOC(=O)c1ccccc1NC(=O)CSc1nnnn1C,-12,-11,0,2,-3,-2,15,23,4
COCCn1nnnc1C(c1ccccn1)N1CCN(c2cccc(C)c2C)CC1 (stereo not drawn),5,-1,-4,-2,4,-8,-4,5,-7
CSc1ccc(Cl)c(C(=O)Nc2cc(S(=O)(=O)N3CCOCC3)ccc2N2CCOCC2)c1,-1,9,-6,-1,13,-2,-2,4,4
CN(C)S(=O)(=O)N1CCN(C(=O)c2ccccc2Cl)CC1,-10,-18,-1,-1,-5,0,8,-1,-13
Cc1ccsc1C(=O)OCC(=O)c1ccc(OC(F)F)cc1,-2,-9,94*,2,97*,-7,15,16,95*
COC(=O)Cn1cc(C(=O)c2ccco2)c2ccccc21,2,-3,2,-2,2,0,-38,12,5
O=C1c2ccccc2-c2nc3ccccc3cc21,8,1,86*,-2,90*,4,14,1,91*
Nc1ccc2c(c1)Cc1c(F)cccc1-2,-13,/,/,2,/,12,-29,/,/
CN(C)CCNC(=O)c1cc2c(=O)n(C)c3ccccc3c2n1C,29,11,-1,0,3,3,-109,7,0
Cn1c(N)c(C(=O)COC(=O)CSc2ccc3ccccc3c2)c(=O)n(C)c1=O,12,8,-1,0,2,3,5,11,14
O=C(CSCc1ccc([N+](=O)[O-])cc1)NC1CC1,-7,3,-4,1,1,-10,12,1,-13
CCCCN(C(=O)NC(=O)Nc1c(C)cc(C)cc1C)S(C)(=O)=O,-11,-17,1,2,0,-1,12,5,-24
Cn1c(=O)oc2cc(S(=O)(=O)N3CCCC(C(=O)N4CCc5ccccc5C4)C3)ccc21 (stereo not drawn),1,9,2,1,-4,1,-2,-6,15
COc1cc(O)c2c(c1)OC(C)(C)CC2=O,2,-1,2,-4,-6,4,26,-6,-5
N/C(=N\N=C\c1ccco1)SC1CC(=O)N(c2ccccc2)C1=O (stereo not drawn),12,-12,-2,1,1,9,38,-12,3
CCOc1cc(S(=O)(=O)N2CCOCC2)ccc1F,0,0,5,-3,5,-8,2,14,-12
Cc1cc(C(=O)COc2cc(F)ccc2[N+](=O)[O-])c(C)n1C1CC1,12,0,5,0,3,4,16,24,1

# Molecules shown so far that have an aryl methoxy group:
SMILES,PfG6PD inh,Apaf1 inhib,SENP8 block-1,SENP1 inh,SENP7 block,HKDC1 inh,SENP8 block-2,NALP3 yeast inh,SENP6 block
COc1ccc(Cl)cc1NC(=O)Nc1ccc(Br)cn1,2,-13,-5,1,4,-11,2,13,-4
COc1ccccc1N1CCN(CC(O)COc2ccc3c(c2)CCC3)CC1 (stereo not drawn),6,13,-7,2,-4,3,16,29,0
COc1ccc(NC(=O)CN2CCc3ccccc3C2)cc1S(=O)(=O)N1CCOCC1,-11,-2,-10,-6,-6,2,47*,2,5
COc1ccc2c(CC(=O)Nc3nc(C)cs3)coc2c1,7,-9,5,-3,0,-2,15,18,10
COc1ccc(-c2c(C)nn3c(N4CCCCCC4)cc(C)nc23)cc1OC,-9,21,-5,1,-5,-2,-27,12,-23
COc1ccc(-c2cn3cc(Br)cnc3n2)cc1,14,-9,-6,-3,4,-10,-246,13,18
COc1cccc(NC(=O)C2COc3ccccc3O2)c1 (stereo not drawn),8,8,1,0,-7,-8,11,8,2
COc1cc(Cc2nccc3cc(OC)c(OC)cc23)c(NC(C)=O)cc1OC,5,11,-15,0,-15,-1,9,16,-19
COc1ccccc1C(=O)N1CCN(CCc2ccccc2)CC1,-12,-4,0,-8,7,-10,11,6,-1
COc1ccc(NC(=O)CCCn2c(=O)c3sccc3n(Cc3ccccc3)c2=O)cc1,-7,4,0,-1,-3,-4,10,0,-4
COc1cc(-c2noc(C)c2/C=C/c2ccc(C(=O)O)cc2)cc(OC)c1OC,-7,9,-13,0,-14,-2,-47,16,-20
COc1ccc(C2Nc3ccccc3NC3=C2C(=O)CC(C)(C)C3)cc1 (stereo not drawn),-6,-3,-1,-24,9,3,-6,11,-4
COc1cc(O)c2c(c1)OC(C)(C)CC2=O,2,-1,2,-4,-6,4,26,-6,-5
